Screens: PubChem BioAssay, several laboratories
Rac1 wt modul: alters GTP binding to wildtype human Rac1 | GST-Rac1 beads, fluorescent GTP binding, flow cytometry; actives lie on both sides; 0 = cold GTP competed, 100 = untreated | actives 0.27% (n = 190,000) | GTP binding activity (% of control), % at 10 µM;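 active = GTP binding activity at least 20 points away from the 100% control level, either lower or higher; inconclusive = compound flagged as likely green fluorescent, judged across all proteins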
ABCB1 inh: inhibitors of human ABCB1 transporter, ABCG2 counter-screen | CCRF-Adr cells, JC-1 efflux, flow cytometry | inhibition, % at 6.6 µM | actives 0.067% (n = 190,000) | P08183; in the data active = inhibition above about 40%;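 note: 0% = vehicle and 100% = reference inhibitor; higher value means more JC-1 retained so stronger ABCB1 efflux block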
Avidin bead fluor: avidin bead compound fluorescence profile | fluorescence (KMESF) at 10 µM | AID 1775 | actives 0.38% (n = 220,000) | Avidin beads, compound fluorescence 488/530 nm, flow cytometry; hits give high values; in the data active = fluorescence above about 47; note: inactives centre near 10
Pf gametocyte: kills late stage P. falciparum gametocytes | actives 0.065% (n = 150,000) | inhibition, % at 10.9 µM | P. falciparum stage V gametocytes, ATP luminescence, 24 h;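 active = inhibition above the mean plus 3 SD of compounds within the control limits, set per campaign, cut at about 38% in these data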;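 note: 0% = DMSO wells and 100% = medium only without gametocytes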
Rab7 wt modul: alters GTP binding to wildtype dog Rab7; AID 758; GTP binding activity (percent of control), % at 10 µM; actives 0.055% (n = 190,000); GST-Rab7 beads, fluorescent GTP binding, flow cytometry; actives lie on both sides; untreated = 100%, excess cold GTP = 0%;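 active = fluorescent GTP binding to Rab7 beads changed by at least 20 points from the 100% baseline, either direction, mostly lower; inconclusive = compound itself probably fluorescent, or too few beads counted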;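 note: median green fluorescence of bound Bodipy-FL-GTP per Rab7 bead population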
Rac1 act GTP bind: alters GTP binding to activated mutant human Rac1; actives 0.11% (n = 190,000); GST-Rac1 activated beads, fluorescent GTP binding, flow cytometry; actives lie on both sides; 100% means binding = to untreated wells; percent activity (GTP binding), % at 10 µM; AID 764; P63000;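 active = GTP binding at least 20 percentage points away from the 100% baseline, in either direction, so actives lie on both sides; inconclusive = Compound likely fluorescent itself, or too few beads counted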
Cdc42 wt GTP: human Cdc42 wildtype GTP binding change, either direction; percent activity (GTP binding), % at 10 µM; actives 0.2% (n = 190,000); P60953; AID 761; GST-Cdc42 beads, Bodipy-GTP binding, flow cytometry; actives lie on both sides;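 active = percent activity GTP binding at least 20 points away from the 100% baseline, either down as inhibitor or up as activator; inconclusive = compound flagged as likely green fluorescent from well-wide comparison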;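 note: median bead fluorescence of bound Bodipy-FL-GTP at 100 nM; 0% = excess unlabeled GTP control and 100% = no compound control; below 100% means less GTP binding so inhibitor and above means activator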
Target sequence (P60953 whole entry, looked up): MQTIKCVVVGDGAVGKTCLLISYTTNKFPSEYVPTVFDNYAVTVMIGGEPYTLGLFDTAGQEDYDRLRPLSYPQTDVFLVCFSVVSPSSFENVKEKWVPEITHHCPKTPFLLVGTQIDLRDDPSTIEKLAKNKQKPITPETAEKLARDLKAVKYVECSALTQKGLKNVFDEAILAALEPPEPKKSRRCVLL
Rab2A wt mod: changes GTP binding to wildtype dog Rab2A, up or down; P61105; actives 0.19% (n = 190,000); AID 760; GST-Rab2 wt beads, Bodipy-GTP binding, flow cytometry; GTP binding activity, % at 10 µM;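 active = GTP binding activity at least 20 points away from 100%, either lowered or raised; inconclusive = signal likely due to the compound's own green fluorescence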;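 note: 0% = beads with excess unlabeled GTP and 100% = no-compound control corrected for plate trend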
ABCG2 inh: blocks JC-1 efflux by human ABCG2 transporter; Q9UNQ0; IgMXP3 cells, flow cytometry; inhibition, % at 6.6 µM; actives 0.1% (n = 190,000);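 active = inhibition above 80%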;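 note: 0% = DMSO and 100% = nicardipine control wells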
Target sequence (Q9UNQ0 whole entry, looked up): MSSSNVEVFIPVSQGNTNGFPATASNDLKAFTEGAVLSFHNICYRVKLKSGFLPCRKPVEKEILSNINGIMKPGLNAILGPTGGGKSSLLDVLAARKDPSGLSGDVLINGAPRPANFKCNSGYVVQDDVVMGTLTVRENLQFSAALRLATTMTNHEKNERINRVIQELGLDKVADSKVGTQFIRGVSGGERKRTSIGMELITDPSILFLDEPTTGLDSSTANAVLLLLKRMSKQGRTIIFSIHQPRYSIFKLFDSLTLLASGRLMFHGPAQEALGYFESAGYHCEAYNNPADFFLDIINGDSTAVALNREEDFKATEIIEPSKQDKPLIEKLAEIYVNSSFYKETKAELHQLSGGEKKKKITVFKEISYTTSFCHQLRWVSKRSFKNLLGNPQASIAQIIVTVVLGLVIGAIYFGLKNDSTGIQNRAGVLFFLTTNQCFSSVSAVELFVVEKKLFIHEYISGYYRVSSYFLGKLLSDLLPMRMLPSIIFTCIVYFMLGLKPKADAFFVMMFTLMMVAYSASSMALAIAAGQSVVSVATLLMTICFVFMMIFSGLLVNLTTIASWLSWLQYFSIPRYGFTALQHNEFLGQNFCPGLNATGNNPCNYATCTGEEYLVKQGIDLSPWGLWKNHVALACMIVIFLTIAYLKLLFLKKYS
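Test system: IgMXP3 (ABCG2) plus far-red-tagged CCRF-Adr (ABCB1) cells. Reagent: JC-1 dye as substrate. Timing: 10 min exposure at 25 °C with rotation, no wash. Measured by: flow cytometric JC-1 green MFI at 530 nm. Read-out: percent efflux inhibition, scaled nicardipine 100% to DMSO 0%. Control set: nicardipine and DMSO wells.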
HRas wt GTP bind: modulators of GTP binding to human HRas wildtype; GTP binding activity, % at 10 µM; actives 0.14% (n = 190,000); GST-Ras wt beads, Bodipy-FL-GTP binding, flow cytometry; actives lie on both sides;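 active = GTP binding activity at least 20% away from the 100% baseline, either lowered as inhibitor or raised as activator; inconclusive = flagged as likely green fluorescent, judged across all proteins in the well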;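 note: 0% = unlabeled GTP competition control and 100% = no-compound control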
Target sequence (P01112 whole entry, looked up): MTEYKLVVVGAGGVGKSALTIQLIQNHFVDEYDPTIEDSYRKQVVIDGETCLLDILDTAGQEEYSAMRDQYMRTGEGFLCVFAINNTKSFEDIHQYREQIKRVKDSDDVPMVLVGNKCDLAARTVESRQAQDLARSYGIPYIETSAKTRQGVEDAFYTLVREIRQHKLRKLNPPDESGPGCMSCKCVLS
Mcl1-Noxa inh: Mcl-1/Noxa interaction inhibition; TR-FRET Mcl-1/Noxa peptide binding, 2 h; inhibition, % at 21.7 µM; actives 1.5% (n = 220,000); AID 1022;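 active = compounds that cut the protein-peptide binding signal by more than 50% relative to plate controls in a single-dose test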;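 note: His-tagged Mcl-1 with rhodamine Noxa BH3 peptide and terbium anti-His antibody; 0% = Mcl-1 plus Noxa peptide wells and 100% = peptide-only wells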
The depositor's hits bear a star; ? = inconclusive; · = not tested or not shown. Not a hit list; overall some 2.3% were active at least once.

no.	smiles	Rac1 wt modul	ABCB1 inh	Avidin bead fluor	Pf gametocyte	Rab7 wt modul	Rac1 act GTP bind	Cdc42 wt GTP	Rab2A wt mod	ABCG2 inh	HRas wt GTP bind	Mcl1-Noxa inh
1	CC(=O)N(Cc1cc2c(C)cc(C)cc2[nH]c1=O)C1CCCCC1	95	0.7	4	·	95	94	96	95	1	96	-8
2	O=C(Nc1nc(-c2ccccc2)ns1)c1cccs1	101	-0.1	8	·	100	99	102	100	0	100	0
3	N#CC1=C(N)SC2(CCCCC2)SC1c1ccccc1 (centres undefined)	99	-4.0	5	·	97	96	97	96	-4	96	1
4	COC(=O)c1cc(S(=O)(=O)N2CCOCC2)c(Cl)cc1N1CCOCC1	104	0.2	8	18	101	99	104	101	2	102	-7
5	Nc1nnc(SCC(=O)N2CCN(c3cccc(Cl)c3)CC2)n1-c1ccccc1	100	0.4	23	-18	95	93	101	100	1	97	1
6	Cn1cc(CN2CCCC(C(=O)c3ccc(-c4ccccc4)c(F)c3)C2)cn1 (centres undefined)	94	2.5	7	-17	102	94	93	97	6	93	1
7	COc1ccc2[nH]c3c(N4CC(C)OC(C)C4)ncnc3c2c1 (centres undefined)	103	1.5	32	-56	103	99	100	100	18	102	13
8	Cc1ccc(S(=O)(=O)n2c(CN3CCCC(C)C3)nc3ccccc32)cc1 (centres undefined)	107	0.4	38	·	96	105	106	105	0	105	-4
9	CS(=O)(=O)N(Cc1ccc(C(=O)NN=C2CCCC2)cc1)c1ccccc1	108	0.1	12	11	99	101	101	98	-2	100	7
10	O=C(COc1ccc(Cl)cc1)N1CCN(C(=O)c2cccc(F)c2)CC1	99	0.5	29	·	100	98	102	100	7	101	-1
11	C/C(CC(=O)Nc1cccc(C(F)(F)F)c1)=N\NC(=O)Cc1ccccc1	?	-1.3	7	-8	?	?	?	?	-2	?	-19
12	Cc1ccc(NC(=O)N(CCCN2CCOCC2)Cc2cccs2)cc1C	109	0.8	7	·	102	101	102	103	4	100	3
13	COC(=O)C1(CCSC)NC(c2ccccc2F)C2C(=O)N(c3ccc4c(c3)OCCO4)C(=O)C21 (centres undefined)	96	1.0	23	10	93	94	96	94	1	94	8
14	Cc1cccc(/C(N)=N/OC(=O)c2cccnc2)c1	99	0.0	12	0	106	99	99	99	2	102	2
15	CC(C)(C)N1NC2(CCCCC2)NC1=S	93	0.5	9	10	94	93	98	95	2	96	13
16	CCOc1ccccc1NC(=O)COn1nnc2ccc(Cl)cc21	103	1.8	17	·	97	100	101	99	43	101	-1
17	O=C(NCC1CCCO1)C1CCC(=O)N1CCc1ccccc1 (centres undefined)	109	0.4	9	·	105	102	103	104	2	104	-13
18	CCCN(CCO)Cc1ccc(Cl)c(Cl)c1	91	1.1	12	-9	94	92	95	90	7	94	·
19	N/C(=N\OS(=O)(=O)c1ccccc1)c1ccncc1	102	0.2	15	·	101	98	100	100	2	101	11
20	CCOC(=O)N(NC(=O)C(O)(C(C)C)C(C)C)c1ccccc1	109	0.1	11	-8	103	100	103	99	1	99	9
21	Cc1cc(C(=O)Nc2ccccc2)oc1C	102	0.3	15	·	99	99	103	100	5	100	7
22	Cc1noc(N)c1C(=O)Nc1ccccc1F	106	0.2	9	·	101	101	103	102	2	103	-1
23	CCOC(=O)C1CCN(S(=O)(=O)c2ccc3c(c2)CCCN3C(C)=O)CC1	106	0.0	14	-20	103	99	107	106	0	106	-3
24	O=C(NCc1ccco1)c1ccc([N+](=O)[O-])o1	101	0.6	8	7	103	97	98	99	1	99	20
25	Cc1cc(C)c2c(N)c(C(=O)c3ccc(Cl)cc3Cl)sc2n1	99	0.1	11	16	97	100	99	99	1	99	3
26	COc1ccc(F)cc1C(=O)C1CCCN(C(=O)CCc2ccccn2)C1 (centres undefined)	101	0.3	11	-4	93	96	95	92	1	94	10
27	Oc1ccc(Br)cc1-c1cc(-c2ccccc2)n[nH]1	100	-0.6	7	6	91	100	98	99	2	98	23
28	CCC(=O)NCc1c(Cl)cccc1-n1cccc1	97	0.2	9	·	91	96	91	94	0	93	-5
29	N/C(=N\OC(=O)c1ccc2c(c1)OCO2)c1ccc([N+](=O)[O-])cc1	92	-0.2	9	-4	93	93	94	91	1	94	11
30	O=C(NCc1ccc2c(c1)OCO2)C1CCC(CNc2c(N3CCCC3)c(=O)c2=O)CC1 (centres undefined)	100	0.0	6	·	94	98	101	96	0	96	-1
31	O=C(CCN1c2ccccc2Sc2ccccc21)Oc1ccccc1	99	-0.9	4	-5	99	97	99	101	-1	99	9
32	C/C(N)=C(/C#N)C(=O)COC(=O)c1cc(-c2cccc(Br)c2)nc2ccccc12	104	-0.3	2	14	101	100	99	101	-4	101	12
33	C=CCC(NCc1ccccc1)c1ccccc1 (centres undefined)	105	-0.5	3	9	99	99	102	99	0	101	4
34	Cc1ccc(Nc2nc3c(s2)CCC3)c(C)c1	104	0.4	3	·	102	98	100	99	2	101	35
35	Cc1ccc(-n2nc(C)c3c2OC(N)=C(C#N)C3c2ccncc2)cc1 (centres undefined)	104	0.1	4	-12	101	99	99	100	0	100	-6
36	S=C(NCCNCc1ccccc1)NC1CCCCC1	97	0.7	19	·	101	95	94	97	8	97	8
37	O=C(CSc1nc2ccc(Cl)cc2[nH]1)c1ccc2c(c1)OCO2	89	0.3	5	·	92	91	92	93	5	93	26
38	Cc1nnc(C)n1/N=C/c1ccc2c(c1)OCCO2	99	0.4	19	·	97	99	102	100	2	100	24
39	COc1ccccc1NC(=O)Nc1ccc(C(N)=O)cc1	90	0.0	8	·	102	90	88	94	1	94	5
40	O=C1CC(C(F)(F)C(F)(F)C(F)(F)F)=Nc2ccccc2N1	99	-0.2	18	8	97	94	95	97	-1	95	0
41	Cc1csc(NC(=O)CSc2nnc(CCNC(=O)c3ccc(Cl)c(Cl)c3)n2C)n1	102	-0.3	·	-1	94	97	93	96	17	96	-12
42	Cc1ccc(-n2nc(C)c3c(C)c(CCC(=O)NCc4ccco4)c(C)nc32)cc1	101	-2.1	8	·	98	98	96	98	-5	98	-1
43	O=C(Cc1ccccc1)Nc1nnc(-c2ccco2)o1	101	0.6	25	4	108	94	95	98	3	102	25
44	Cc1sc2ncnc(NCCCO)c2c1C	108	0.4	8	·	104	100	105	105	3	104	9
45	Cc1ccc(N(C(=O)c2ccc(S(=O)(=O)N(C)C)cc2)C2C=CS(=O)(=O)C2)cc1 (centres undefined)	97	-0.1	8	2	90	95	95	99	2	92	-13
46	CCOc1ccc(C(=S)N2CCOCC2)cc1OC	?	0.1	20	·	?	?	?	?	0	?	-3
47	O=C(Oc1ccc(C(=S)N2CCOCC2)cc1)c1ccccc1	98	0.3	9	3	91	92	95	94	4	97	7
48	O=C(O)C1CCCCC1C(=O)Nc1cccc(Cl)c1Cl (centres undefined)	102	0.6	22	-1	104	97	96	100	2	101	-10
49	COc1ccc(N(C(=O)CCl)C(C(=O)NCCc2ccccc2)c2cccs2)cc1Cl (centres undefined)	102	3.6	6	-56	102	98	93	98	5	98	-4
50	COc1ccc(CNC(=O)CCNS(=O)(=O)c2cccc3nsnc23)cc1	96	0.2	11	8	103	94	94	98	0	97	10
51	Clc1ccc(-c2ccc(SCc3ccccn3)nn2)cc1	101	-1.2	8	2	99	100	101	99	16	99	11
52	Cc1cc(C)nc(/N=C(\N)N(Cc2ccccc2)Cc2ccccc2)n1	86	1.3	9	·	93	93	107	91	2	95	12
53	CCC(=O)NCCCc1nc2ccccc2n1Cc1ccccc1F	102	1.1	12	15	104	97	100	97	5	100	-8
54	CCN1CCN(S(=O)(=O)c2ccc3ccccc3c2)CC1	100	0.9	16	·	101	96	104	101	2	103	11
55	COc1cccc(CCNC(=O)CC2C(=O)NCCN2CC(C)(C)C)c1 (centres undefined)	100	-0.9	1	-3	105	96	98	99	-2	101	-5
56	CCN(CC)C(=O)C(=O)Nc1cccc(Br)c1	102	0.1	8	-3	103	97	97	98	2	99	-12
57	COc1cc(OC)c(NC(=O)Cn2cccc2)cc1Cl	102	-0.4	26	15	104	100	102	100	7	100	7
58	CCc1cc2c(=O)[nH]c(-c3ccncc3)nc2s1	105	0.1	4	15	100	98	103	100	6	98	7
59	CCN1CCN(c2nc(Nc3ccc(C)c(C)c3)nc(N)c2[N+](=O)[O-])CC1	102	0.0	13	·	103	100	99	100	11	100	20
60	O=C(Nc1cccc(C(F)(F)F)c1)C1(c2ccccc2)CC1	99	0.2	5	·	98	96	95	98	15	98	9

Following part.
no.	smiles	Rac1 wt modul	ABCB1 inh	Avidin bead fluor	Pf gametocyte	Rab7 wt modul	Rac1 act GTP bind	Cdc42 wt GTP	Rab2A wt mod	ABCG2 inh	HRas wt GTP bind	Mcl1-Noxa inh
61	COc1cc2c(cc1OC)C1(NCC2)C(=O)Nc2ccccc21 (centres undefined)	107	0.2	15	-8	99	100	102	101	0	102	4
62	Nn1c(SCC(=O)Nc2ccc(F)c(F)c2)nnc1C1CCCCC1	103	2.7	23	·	100	102	102	102	9	102	-10
63	Cc1ccc(S(=O)(=O)NCc2nc3ccccc3[nH]2)cc1	102	0.2	5	·	101	101	98	99	2	97	2
64	CSCc1ccc(C(=O)NCc2ccc(C)cc2)cc1	103	-3.2	13	-13	101	98	101	98	-5	99	5
65	CCc1nnc(NC(=O)c2ccc(-c3cccc(C(F)(F)F)c3)o2)s1	101	0.2	11	·	103	97	99	101	4	101	-9
66	Cn1cnnc1SCC(=O)Nc1ccc(Br)cc1F	105	0.2	7	·	103	100	102	103	2	104	3
67	CCN1C(=O)C(C)S/C1=N\S(=O)(=O)c1ccc(F)cc1 (centres undefined)	106	-3.6	2	·	97	100	102	102	-13	101	75*
68	O=c1[nH]c2ccccc2cc1-c1noc(-c2cccnc2)n1	98	0.7	39	1	95	96	98	95	4	96	12
69	CC1(C)N([O-])C(c2ccccc2)=C[N+](=O)C1(C)C	106	0.1	8	-22	98	100	102	99	0	99	19
70	O=C(CCc1nc2ccccc2c(=O)[nH]1)OCc1nnc(-c2ccccc2)o1	103	0.2	9	18	101	98	103	100	2	100	6
